High-throughput results (PubChem BioAssay)
IMPase Li cell: IMPase inhibition in cells with lithium potentiation; Potency, µM (series often up to 59.4 µM), for the others: at the top dose activity, negative = IMPase inhibition, most hits filed as inhibitors; CHO-M1 cells, IP1 TR-FRET (IP-One), carbachol + lithium; hit rate 0.35% among 210,000;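 also: IP1 builds up when IMPase is blocked and the TR-FRET signal falls; plate controls were basal vehicle for no effect and high inhibitor control for full effect; nearly all actives have a fitted effect of over 50% in size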
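Readout is a homogeneous TR-FRET IP1 immunoassay (Ex 320, Em 665 and 620), where raised cytosolic IP1 lowers signal. Cells were CHO-M1 treated 30 min at 37C with test compounds plus a little lithium; AC50 values came from Hill-equation fitting.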
RECQ1 inh: RECQ1 (human) helicase inhibition; P46063; RECQ1 DNA unwinding, red fluorescence kinetic read; AID 2549; Potency, µM (top dose mostly 57.3 µM), for inactives: at the top dose activity, negative = inhibition, hits mostly inhibitors; hit rate 0.54% among 240,000;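 also: plate controls were vehicle for no effect and no enzyme for full effect; nearly all actives have a fitted effect of over 30% in size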
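RECQ1T1 50 nM; forked duplex (20 bp + 30-nt ss tails) 200 nM, ATP 2 mM final; pH 8.0, 2 mM MgCl2, 2.5 ug/ml poly(dI-dC); 15 min compound preincubation; discontinuous kinetic read over 2 h at RT.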
SMN2 splice up: enhancers of SMN2 splice variant expression. AID 1458. Potency, µM (doses to about 46.1 µM), for inactives: at the highest dose activity change, positive = activation, hits mostly activators. HEK293 SMN2-luciferase splicing reporter, luminescence, 30-36 h. hit rate 2.8% among 210,000; also: % of control where 0% means no effect; nearly all actives have a fitted effect of over 55% in size
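qHTS luciferase splicing reporter: luminescence rises when SMN2 exon 7 is included in transfected HEK293 cells. Compound exposure lasted 30-36 h at 37C, with 4.5 mM final sodium butyrate as control, followed by a ONE-Glo read.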
JMJD2E inh: blocks human JMJD2E demethylase activity. JMJD2E catalytic domain, FDH-coupled NADH fluorescence (FDH is formaldehyde dehydrogenase). Potency, µM (series often up to 57.1 µM), inactives show at the highest dose activity change, negative = inhibition, usual class: inhibitors. hit rate 1.6% among 230,000; active = well fitted inhibition curve with a large enough effect, not every such curve was filed as active; inconclusive = small, poorly fitted or top-dose-only effect, or another doubt; inactive = no such curve, though single readings can be large or run the other way;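 also: 0% = wells with enzyme and -100% = buffer wells without enzyme; nearly all actives have a fitted effect of over 50% in size; many of its hits are not listed in these tables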
Target sequence (B2RXH2 1-337 limits assumed): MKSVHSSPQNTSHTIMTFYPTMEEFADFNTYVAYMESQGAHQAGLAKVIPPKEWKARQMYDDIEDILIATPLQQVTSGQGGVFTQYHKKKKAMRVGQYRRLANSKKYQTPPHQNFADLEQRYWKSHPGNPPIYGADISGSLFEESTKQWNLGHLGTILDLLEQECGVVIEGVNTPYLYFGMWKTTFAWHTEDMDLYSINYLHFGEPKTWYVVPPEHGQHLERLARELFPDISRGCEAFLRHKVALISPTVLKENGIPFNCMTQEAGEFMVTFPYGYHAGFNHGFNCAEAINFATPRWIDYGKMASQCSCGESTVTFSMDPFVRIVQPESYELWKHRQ
RGS12 GoLoco inh: RGS12 GoLoco-Gai1 interaction inhibition; P63096; Gai1:RGS12 GoLoco peptide FP, rhodamine, 10 min; Potency, µM (doses to about 61.6 µM), for inactives: top-dose activity, negative = inhibition, hits mostly inhibitors; hit rate 0.44% among 230,000; AID 880; active = well fitted inhibition curve with a large enough effect, not every such curve was filed as active; inactive = no such curve, though single readings can be large or run the other way; also: % is scaled to controls: 0 for no effect and ±100 for the full control effect; nearly all actives have a fitted effect of over 30% in size; many of its hits are not listed in these tables
Target sequence (P63096 whole entry, looked up): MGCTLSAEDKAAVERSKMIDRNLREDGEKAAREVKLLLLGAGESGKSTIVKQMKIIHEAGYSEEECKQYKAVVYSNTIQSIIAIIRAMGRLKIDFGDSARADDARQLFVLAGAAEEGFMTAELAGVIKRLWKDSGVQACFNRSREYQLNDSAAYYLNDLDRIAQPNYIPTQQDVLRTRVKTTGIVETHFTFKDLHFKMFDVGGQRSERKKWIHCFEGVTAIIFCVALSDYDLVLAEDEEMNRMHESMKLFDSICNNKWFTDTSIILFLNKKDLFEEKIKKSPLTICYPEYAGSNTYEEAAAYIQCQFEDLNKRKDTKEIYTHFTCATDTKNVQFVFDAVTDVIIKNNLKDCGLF
KinaseGlo FLuc: counter-screen: inhibitors of Kinase-Glo firefly luciferase | Q27757 | Kinase-Glo luciferase, ATP luminescence, 8 min | Potency, µM (series often up to 38.3 µM), for the others: at the top dose activity change, negative = inhibition, usual class: inhibitors | hit rate 0.28% among 200,000 | AID 1379; also: % is scaled to controls: 0 for no effect and ±100 for the full control effect; nearly all actives have a fitted effect of over 60% in size
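Luminescence was the read-out, taken after 8-minute incubation at ambient temperature. Luciferase turned over luciferin with 10 uM ATP in imidazole pH 7.2 buffer containing KCl, MgCl2, Tween 20 and BSA.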
Epigenetic reg: regulators of epigenetic silencing causing reporter derepression in mouse cells; murine LDR cells, GFP reporter derepression, 30 h; Potency, µM (titrated, usually from 53.9 µM), for inactives: at the top dose GFP activation, actives largely listed as activators; hit rate 0.2% among 280,000; also: % of control where 0% means no effect; nearly all actives have a fitted effect of over 60% in size
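Murine LDR cells carrying a silenced, genomically integrated CMV-driven GFP reporter were exposed to compound for 30 hours at 37 C. After PBS washes, GFP-positive cells (20–120 um objects) were counted by laser-scanning microplate cytometry.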
NPSR antagonist: antagonists of human neuropeptide S receptor cAMP signaling. Q6W5P4. hit rate 1% among 220,000. Potency, µM (top dose mostly 38.3 µM), inactives show top-dose activity change, negative = inhibition, hits mostly inhibitors. AID 1461. CHO-NPSR cells, cAMP TR-FRET, antagonist mode; also: % is scaled to controls: 0 for no effect and ±100 for the full control effect; nearly all actives have a fitted effect of over 50% in size; many of its hits are not listed in these tables
Target sequence (Q6W5P4 whole entry, looked up): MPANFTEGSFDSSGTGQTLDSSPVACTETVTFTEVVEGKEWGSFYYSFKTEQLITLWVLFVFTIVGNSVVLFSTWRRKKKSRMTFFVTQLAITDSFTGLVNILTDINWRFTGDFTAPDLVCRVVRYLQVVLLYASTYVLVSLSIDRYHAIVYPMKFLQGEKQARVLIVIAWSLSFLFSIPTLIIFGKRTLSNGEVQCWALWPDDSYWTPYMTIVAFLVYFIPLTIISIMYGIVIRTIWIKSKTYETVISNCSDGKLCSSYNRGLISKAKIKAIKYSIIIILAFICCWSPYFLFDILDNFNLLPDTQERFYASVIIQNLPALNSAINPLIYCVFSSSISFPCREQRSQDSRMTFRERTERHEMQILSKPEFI
Numbers without * were called inactive; i = inactive; ? = inconclusive; · = no result given; & = joins results of further samples; [ ] = dose if it differs, or a comment. Unless noted, calls follow the shape of the dose curve; as a rule, active = well fitted curve in the direction sought with a large enough effect; inconclusive = small, poorly fitted or top-dose-only effect, or another doubt; inactive = no such curve, though single readings can be large; an effect the other way counts as inactive or inconclusive. Potency is read from the fitted curve at half-maximal effect. The list is partial. The share of hits here may be higher or lower than overall.

SMILES | IMPase Li cell | RECQ1 inh | SMN2 splice up | JMJD2E inh | RGS12 GoLoco inh | KinaseGlo FLuc | Epigenetic reg | NPSR antagonist
Cc1c(C)c2cc(Cl)c(O)c(CN3CCCCC3)c2oc1=O | -9%[38.3 µM] | i | -8% | ? | 18% | -5% | 7.0% | -3%[46.1 µM]
CN(C)Cc1ccccc1-c1cc(Nc2ccccc2)ncn1 | 3% | -20% | -4% | 1% | 6% | 0% | 1.1% | ·
Oc1[nH]c2ccccc2c1N=NC(=S)NCC1CCCO1 (stereo not given) | -3% | 7% | 16% | -9% | 11% | 2% | 0.0% | -26%
CCc1nnc(NC(=O)Cc2c[nH]c3ccccc23)s1 | -9% | i | 2% | -10% | 3% | -1% | 0.0% | 1%
O=C(CSc1nnc2c(Cl)cc(C(F)(F)F)cn12)N(Cc1ccccc1)Cc1ccccc1 | -12% | i | -19% | ? | 4% | 1% | -3.0% | -18%
Cc1nnc(SCC(=O)c2c(N)n(C)c(=O)n(C)c2=O)[nH]c1=O | -1%[38.3 µM] | -7% | 3% | 7% | 5% | -2% | 0.0% | -10%[46.1 µM]
CCn1c(SCC(=O)NC2CCCCC2C)nnc1-c1ccc(OC)cc1 (stereo not given) | 10%[38.3 µM] | i | -12% | 6% | -3% | 2% | 4.0% | 10%[7.67 µM]
Cc1nc2ncnn2c(C)c1CCC(=O)O | 14%[38.3 µM] | -7% | 7% | -10% | 6% | 1% | 1.1% | -4%[46.1 µM]
CCOc1ccccc1NC(=O)CN1CCC(NC(=O)c2ccccc2C)CC1 | · | 1% | · | 5% | 4% | · | -1.1% | -13%
CC(=O)N(c1ccc(Cl)cc1)c1nc(C)cc(C)c1C#N | 10% | i | · | -2% | 5% | 2% | -1.0% | -9%
Cc1ccc(C(C[N+](=O)[O-])c2c(C)[nH]n(-c3ccccc3)c2=O)cc1 (stereo not given) | 3% | -2% | -3% | ? | -5% | 2% | ? | 11%
CN(C)C(=O)COn1c(SCC(=O)N(C)C)nc2ccccc2c1=O | -5%[38.3 µM] | -7% | -9% | 10% | 1% | -2% | -0.2% | -4%[46.1 µM]
CC(C)(C)c1cc(NC(=O)c2cccc(S(=O)(=O)N3CCOCC3)c2)no1 | -3% | -3% | -18% | 7% | -6% | -2% | -1.0% | -9%
CC(C#N)On1c(SC(C)C#N)nc2ccccc2c1=O (stereo not given) | 30%[38.3 µM] | -4% | 11% | -4% | -34% | 1% | -10% | -3%[46.1 µM]
COc1cccc(N(CC(=O)NCc2ccco2)C(=O)CCC(=O)Nc2nccs2)c1 | · | 1% | · | 1% | 1% | · | -1.1% | 4%
C=CCNC(=O)COc1ccc(Oc2ccccc2)cc1 | 15% | 6% | -42%[inhibitor] | 2% | -30% | -11% | -0.1% | -3%
CCCCOC(=O)Cn1c(=O)oc2ccc(C)cc21 | 34%[38.3 µM] | -5% | 8% | -6% | -7% | -1% | -0.8% | -16%[46.1 µM]
O=C(Nc1nc2ccccc2s1)c1ccc(F)cc1 | -1% | -6% | · | ? | 11% | -10% | -4.3% | -23%
Cc1ccc(C(=O)NCC(=O)OCC(=O)c2ccc(C)c([N+](=O)[O-])c2)cc1 | 5% | -6% | 7% | 2% | -8% | 4% | -1.0% | 21%
CC(C)Sc1n[nH]c2nc3c(c(=O)n12)C1(CCCC1)Cc1ccccc1-3 | -10%[38.3 µM] | -14% | -18% | ? | 17% | -4% | 1.0% | -1%[46.1 µM]
O=C(NCCCn1ccnc1)C(Cc1ccc([N+](=O)[O-])cc1)N1C(=O)c2ccccc2C1=O (stereo not given) | 8% | -5% | 2% | 14% | 4% | 1% | 0.0% | 17%[46.1 µM]
COCc1cc(N2CCCC2)nc(-c2ccccc2)n1 | 7% | -2% | -10% | -6% | -9% | -5% | 0.2% | -9%
Cc1oc2ccc(NS(=O)(=O)c3ccc(C(C)(C)C)cc3)cc2c1C(=O)Nc1ccccc1 | 9%[38.3 µM] | -4% | -10% | 2% | 24% | -2% | 3.6% | ?
CC1CCN(C(C(=O)Nc2ccc3c(c2)OCO3)c2ccccc2)CC1 (stereo not given) | 14%[38.3 µM] | -16% | -7% | -1% | 8% | 0% | 0.8% | -17%[46.1 µM]
CCn1c(CSCc2ccc(C)cc2)nnc1SCC(=O)NCc1ccccc1 | -11%[38.3 µM] | -6% | -9% | -4% | -4% | -6% | 0.0% | -15%[46.1 µM]
CC(=O)c1ccc(NC(=O)c2ccc(CSc3ccccc3)o2)cc1 | ? | -7% | -12% | -18% | 6% | 1% | 0.0% | ?
Cc1cccc(NC(=S)NCc2ccc(F)cc2)c1 | -3% | -4% | 19% | 3% | -3% | -3% | -2.2% | -13%
COc1ccc(N=Cc2[nH]c3ccccc3c2O)cc1 | 15% | i | ? | ? | 14% | -19% | 1.1% | -27%
CCC(C)(C)n1nnnc1C(c1cccs1)N1CCCCC1 (stereo not given) | 18% | -3% | · | -12% | 6% | -4% | -1.0% | 8%
COc1ccccc1C1CC(=O)Oc2ccc(C(C)(C)C)cc21 (stereo not given) | 20% | -18%[81.1 µM] | · | · | 4%[88.7 µM] | 4%[39.9 µM] | 2.2% | ·
Cc1cc(C)nc(NNC2=CC(=[N+]3CCCCC3)CC(C)(C)C2)n1 | 2% | -3% | -2% | -18% | -18% | 7% | 0.9% | -1%
N/C(=N\N=C\c1cccs1)SC1CC(=O)N(c2ccc(Br)cc2)C1=O (stereo not given) | 4% | -4% | 2% | -2% | 2% | 0% | 2.4% | -15%
CN(C)c1ccc(NC(=O)Cn2ncn3c(cc4ccccc43)c2=O)cc1 | 11%[38.3 µM] | -4% | -6% | 1% | 8% | -3% | 1.2% | -7%[46.1 µM]
CCCc1nc2ccc(NC(C)=O)cc2c(=O)n1Cc1ccc(Cl)cc1 | 0% | -3% | 5% | -28% | 18% | 9% | 1.0% | 5%
Cc1ccc2c(c1)c1c3n2CCN[C@H]3CCC1 | 9%&-5% | -8% | -5%[20.6 µM] | ? | 3% | 3% | -2.7% | ·
CN(C(=O)c1ccc2c(Cl)c3c(nc2c1)CCC3)c1ccccc1 | 16% | -10% | · | -9% | 15% | 12% | -5.9% | -13%
COc1cccc(C2(O)CCN(C(=O)C3CC3)CC2)c1 | -6%[38.3 µM] | i | -1% | 0% | -18% | 1% | -2.0% | -9%[46.1 µM]
Cc1cc(C(=O)c2ccccc2)c(NC(=O)CCl)s1 | 4% | -8% | -21% | -11% | -7% | 1% | -1.1% | ?
O=C(CO/N=C/c1c(Cl)cccc1Cl)NNC(=O)c1cccc(Cl)c1 | · | -6% | · | 1% | -6% | · | 1.1% | 12%
CCOC(=O)C(CCCCOc1cccc(CC)c1)C(=O)OCC | 8% | -2% | 8% | 7% | 2% | -1% | 0.0% | 0%
Cc1ccc(NC(=O)C(=O)NNC(=O)c2cccs2)cc1 | -9% | -9% | 2% | -9% | 6% | -2% | -1.1% | 0%
O=C(C1CCC(CNc2c(N3CCCCC3)c(=O)c2=O)CC1)N1CCN(C2CCCCC2)CC1 (stereo not given) | · | 12% | · | -12% | 1% | · | 1.6% | -35%
C=CCn1c(CCCNC(=O)c2ccccc2OC)nc2ccccc21 | ? | -1% | 6% | -1% | -7% | 3% | -2.7% | 1%
CCOC(=O)c1ccc2nc(NC(=O)C(C)C)sc2c1 | 16% | 6% | 11µM* | -4% | 8% | -1% | -2.1% | -10%[46.1 µM]
COc1ccccc1/C=N\Nc1ccccc1[N+](=O)[O-] | · | -1% | · | 9% | -1% | · | 1.9% | 5%
O=S(c1ccsc1)c1ccsc1 | 3% | -3% | -2% | 5% | -9% | -2% | -2.0% | 8%[46.1 µM]
O=C(CSc1ccc(Cl)cc1)NNC(=O)c1cccnc1 | 2% | 15% | 0% | -5% | -9% | 2% | -1.5% | 7%
O=C(O)c1cc(-c2ccco2)nn1-c1cccc(Cl)c1 | 7% | 25µM* | 10% | ? | 11% | -1% | -2.6% | -1%
COc1ccc(C(=O)C2CCCN(Cc3cccn3-c3ccccn3)C2)c(OC)c1 (stereo not given) | 19% | 18% | -82%[inhibitor] | 1% | 25% | -6% | -0.2% | -41%
O=C(CSc1nnnn1-c1ccc(O)cc1)Nc1cccc(S(=O)(=O)N2CCCC2)c1 | 20%[38.3 µM] | 14% | -24% | 4% | 17% | -3% | 1.0% | -14%[46.1 µM]
CC(C)C1COC(c2cccn2Cc2ccccc2Cl)=N1 (stereo not given) | 18% | i | -14% | 1% | 0% | 2% | -0.3% | -30%
CCOc1ccc(/C=N/NC(=S)Nc2c(C)cccc2C)cc1 | 19%[38.3 µM] | i | -15% | -22% | -7% | -3% | 2.1% | -16%[46.1 µM]
COc1ccc(OC)c(NC(=O)C2CCCN(S(=O)(=O)c3c(C)noc3C)C2)c1 (stereo not given) | · | -3% | · | -5% | · | · | -1.7% | -17%[46.1 µM]
c1ccc(C(NCCNC(c2ccccc2)c2ccccc2)c2ccccc2)cc1 | 4% | -13%&-10% | -12% | -14% | -1% | 2% | 3.9% | ·
COc1ccc(CNC(=O)/C=C/C(=O)O)cc1OC | -4% | -10% | 10% | 5% | -16% | -1% | 0.0% | 17%
Cc1ccc(SCCC(=O)Nc2ccccc2C(=O)NC(C)C)cc1 | 5% | -5% | 24% | ? | 6% | 0% | 1.0% | -3%
Nc1ccccc1S(=O)(=O)O | -13% | 0% | 0% | · | 6% | · | · | ·

Among those listed so far, these have fluorine.
SMILES | IMPase Li cell | RECQ1 inh | SMN2 splice up | JMJD2E inh | RGS12 GoLoco inh | KinaseGlo FLuc | Epigenetic reg | NPSR antagonist
O=C(CSc1nnc2c(Cl)cc(C(F)(F)F)cn12)N(Cc1ccccc1)Cc1ccccc1 | -12% | i | -19% | ? | 4% | 1% | -3.0% | -18%
O=C(Nc1nc2ccccc2s1)c1ccc(F)cc1 | -1% | -6% | · | ? | 11% | -10% | -4.3% | -23%
Cc1cccc(NC(=S)NCc2ccc(F)cc2)c1 | -3% | -4% | 19% | 3% | -3% | -3% | -2.2% | -13%
